# From PubChem BioAssay
# HIV fusion peptide: cell-free HIV fusion peptide-binding blockers – biochemical, uHTS, fluorescence dequenching, primary screen (AID 1986); cell-free peptide binding, fluorescence dequenching, 30 min; higher % means a stronger effect; inhibition, % at 20 µM; hits with a dose series show IC50 in µM; 0.3% of 290,000 active; in the data active = inhibition mostly above about 52%, no sharp cut-off; inactive = mostly below about 76%; also: some results filed as inactive read as strong as hits
# KOR beta-arrestin-1: kappa opioid receptor blockers – cell-based, luminescence, uHTS (AID 1778) | KOR beta-arrestin recruitment, luminescence, antagonist mode; higher % means a stronger effect | inhibition, % at 10 µM, or IC50 in µM where a hit was titrated | 0.091% of 290,000 active; also: strong numbers were not always called active
# Myeloid diff MLP: myeloid differentiation induction; ER-HoxA9 myeloid progenitors, lysozyme-GFP differentiation, flow cytometry; calls only at 10 µM; 1% of 360,000 active; AID 624256;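 active = normalized GFP-positive differentiation at or above the plate's own cutoff, the solvent-only control mean plus 3 SD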;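 also: cells exposed to compound for four days before flow analysis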
# PhoP inhibition: PhoP-dependent GFP reporter repression – Salmonella Typhimurium, primary screen (AID 1863); S. Typhimurium PhoP-regulated promoter GFP reporter, 4 h; higher % means a stronger effect; 0.16% of 300,000 active; inhibition, % at 50 µM; hits with a dose series show IC50 in µM;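 active = inhibition over 29.93%, a cutoff 3 SD above the screen mean, later confirmed by dose response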;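 also: 0% = low Mg2+ inducing control and 100% = high Mg2+ repressing control; strong numbers were not always called active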
# NOD1 NF-kB reporter: NOD1 signaling inhibitors, primary screen, cell-based, luminescence, uHTS (AID 1578); NOD1-driven NF-kB luciferase reporter cells, luminescence; higher % means a stronger effect; inhibition, % at 4 µM, or EC50 in µM where a hit was titrated; 1% of 290,000 active; in the data active = inhibition mostly above about 36%, no sharp cut-off; inactive = mostly below about 34%;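 also: HEK-293T reporter cells stimulated with the NOD1 agonist gamma-tri-DAP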
# Siah-1 displacement: blockers of Siah-1 interaction with plectin peptide – biochemical, fluorescence polarization, rhodamine-plectin, uHTS, primary screen (AID 1817). Siah-1 / rhodamine-plectin peptide fluorescence polarization; higher % means a stronger effect. displacement, % at 20 µM; hits with a dose series show IC50 in µM. 0.02% of 290,000 active;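 active = displacement of at least 50% at 20 µM, with a fluorescence ratio check between 0.3 and a set limit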;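 also: plate controls were Siah plus tracer with DMSO for no effect and tracer alone without Siah for full effect; strong numbers were not always called active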
# NOD2 inhibition: inhibition of NOD2-driven NF-kB reporter – cell-based, luminescence, uHTS, HEK293 (AID 1566); one-dose inhibition, % at 4 µM; EC50 in µM for titrated hits; HEK293 NOD2/NF-kB luciferase reporter, luminescence; higher % means a stronger effect; 0.63% of 290,000 active; also: many of its hits are not listed in these tables
# KOR beta-arrestin-2: KOR agonists, beta-arrestin recruitment, primary screen, cell-based, luminescence, uHTS (AID 1777); KOR beta-arrestin recruitment, luminescence; higher % means a stronger effect; activation, % at 10 µM; hits with a dose series show EC50 in µM; 0.02% of 280,000 active; in the data active = activation above about 50%, passing the limit was not always enough; also: a part of the inactive calls stands beside numbers as strong as those of hits
# LYP phosphatase: PTPN22 lymphoid phosphatase activity blockers – biochemical, fluorescence intensity, uHTS (AID 1779) | 0.054% of 290,000 active | inhibition, % at 11.5 µM; hits with a dose series show IC50 in µM | recombinant LYP phosphatase, fluorescence intensity; higher % means a stronger effect;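 also: plate controls were vehicle with enzyme for no effect and no enzyme for full effect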
# Myeloid diff MLP GFP+ MAC1+ %: second read-out of Myeloid diff MLP, no call of its own (marks repeat the call); GFP+ MAC1+ double positive, %; measured here: differentiation confirmed by MAC1 staining
# The depositor's hits bear a star; i = inactive; . = no result given; + = active, no number; & = joins results of further samples; ! = repeats disagree; [ ] = dose if it differs, or a comment. Rule as the data show it, unless noted: active = inhibition above about 50%; inactive = the rest. This is a subset; rates above refer to the full screens.
canonical_smiles,KOR beta-arrestin-1,Myeloid diff MLP GFP+ MAC1+ %,NOD1 NF-kB reporter,PhoP inhibition,KOR beta-arrestin-2,Siah-1 displacement,HIV fusion peptide,Myeloid diff MLP,NOD2 inhibition,LYP phosphatase
Cc1cccc(CC(C)NC(=O)c2oc3c(F)cccc3c2C)n1 (stereo not drawn),-45%[20 µM],0.3,47%,-5%,5.4%,-1%,1.4%,i,15%,-9%
COc1ccc(CNC(=O)Cc2cccs2)cc1,-6%,1.3,-52%,3%,-2.3%,11%,2.0%,i,-9%,-7%
N#Cc1nc(Cc2cccc3ccccc23)oc1NCCCN1CCOCC1,21%,4.2,4%,32%,7.4%,4%,2.3%,i,11%,-5%
CCCN1CCN(c2nc3c([nH]2)c(=N)ncn3CC(O)CO)CC1 (stereo not drawn),-40%,0.6,-18%,6%,4.5%,0%,8.7%,i,12%,-1%
Nc1c(C(=O)Nc2nccs2)sc2nc(-c3cccs3)cc(C(F)(F)F)c12,-33%,34*,5%,-11%,0.2%,-9%,7.8%,+,6%,-11%
Cc1ccc(O)c([C@H](CCN(C(C)C)C(C)C)c2ccccc2)c1,10%[20 µM],6.4*!,-12%,-8%&-3%,-4.9%,-4%,-0.6%,+!,8%,-12%
COc1ccc(Cl)cc1NC(=O)N1CCN(CCc2ccccc2)CC1,-5%,6.0,-33%,6%,1.8%,-4%,-1.1%,i,4%,1%
CC1NC2(C(=O)N(Cc3ccccc3)c3ccccc32)C2C(=O)N(c3ccccc3)C(=O)C12 (stereo not drawn),-14%,1.4,-13%,9%,-4.1%,1%,-1.4%,i,12%,2%
O=C(NN=C1CCCCCCCCCCC1)c1ccncc1,-23%,0.1,3%,2%,4.3%,-9%,0.4%,i,0%,-10%
CC1(C)CC(=O)C(C=NCCN2CCN(C(=O)C34CC5CC(CC(C5)C3)C4)CC2)=C(O)C1,-10%,0.5,3%,.,-0.7%,-5%,-1.5%,i,12%,-9%
Cc1nc2cc(-c3cccs3)nn2c(NCC(C)(C)CN(C)C)c1C,4%,0.1,-5%,14%,.,-2%,0.9%,i,5%,-5%
CC(C)=C1C2C=CC1C(C(=O)Nc1cccc(C)c1)C2C(=O)O (stereo not drawn),-1%,6.5,-8%,-4%,8.9%,1%,0.2%,i,18%,-3%
O=C(NC1CC1)c1ccc(CS(=O)c2ccccc2)o1 (stereo not drawn),-19%[20 µM],1.7,-19%,.,-2.6%,18%,-0.3%,i,6%,-7%
CC(=O)Nc1ccc(S(=O)(=O)N(C)CC(=O)OCCOc2cccc(C)c2)cc1,10%,2.5,-26%,4%,4.1%,11%,1.2%,i,-6%,-10%
CCCC/C(O)=C1\C(=O)CCCC1=NCCc1c(C)[nH]c2ccc(OC)cc12,8%,0.3,-8%,-4%,3.8%,3%,-1.9%,i,23%,-5%
COC(=O)[C@@H](Cc1ccccc1)NC(=O)NCCc1ccc(OC)c(OC)c1,7%,0.9,-6%,4%,-4.5%,13%,1.2%,i,7%,-7%
CC1CCN(C2CCN(C(=O)c3ccccc3F)CC2)CC1,-14%,0.4,-4%,-3%,-2.8%,3%,2.6%,i,2%,-5%
COc1cccc(Oc2nc(N)ncc2[N+](=O)[O-])c1,-12%,0.3,-5%,-1%,-1.5%,2%,-0.5%,i,8%,0%
N#Cc1c(-c2ccccc2)cc(-c2ccccc2)nc1Br,-51%,0.4,0%,-8%,4.1%,-2%,0.0%,i,3%,-1%
C=CCn1c(=N)n(CC(=O)O)c2ccccc21,13%,0.9,-18%,0%,-0.4%,4%,99%,i,-7%,-9%
COC(=O)c1ccc(CSc2ccccc2C)o1,31%,0.5,-1%,2%,-0.1%,0%,0.3%,i,18%,-5%
Fc1cccc(Cc2noc(CN3CCCCC3CCc3ccccn3)n2)c1 (stereo not drawn),-10%,0.6,-28%,16%,-3.5%,1%,1.7%,i,4%,-5%
Nc1ccc(-c2c3ccc(=O)cc-3oc3cc(O)ccc23)cc1C(=O)O,37%,6.1*,-6%,-168%,-0.3%,3%,165%,+,-6%,-1%
C=CCNC(=O)c1ccc2c(c1)nnn2C,8%,1.0,32%,-4%,10%,1%,12%,i,1%,-1%
CC(=O)OCC1OC(Sc2cccc3cccnc23)C(OC(C)=O)C(OC(C)=O)C1OC(C)=O (stereo not drawn),-5%,0.0,-12%,-4%,0.3%,2%,141%,i,-7%,-11%
O=C(c1cccnc1)N1CCN(Cc2ccc3ccccc3c2)CC1,12%,0.7,-4%,10%,-4.1%,5%,-0.1%,i,15%,-6%
CC(C)(C)C(=O)COC(=O)c1ccccc1O,-8%,0.8,1%,-13%,.,-6%,-3.0%,i,3%,-11%
O=C1CC(/C=C/c2ccncc2)=Nc2ccccc2N1,26%,0.5,1%,-4%,-9.6%,10%,-0.7%,i,-155%,-4%
Cc1nn(C)cc1CN1CCCC(C(=O)c2ccc(-c3ccccc3)cc2)C1 (stereo not drawn),-62%[20 µM],0.9,17%,-4%,.,-4%,1.1%,i,15%,-11%
CC(=O)N(Cc1cc2cc(C)ccc2[nH]c1=O)c1cccc(C)c1C,-12%[20 µM],0.7,-31%,-3%,-0.8%,-3%,1.1%,i,14%,-2%
CCOc1ccc(-c2nnn(CC(=O)NCc3ccccc3)n2)cc1,-24%,0.7,-32%,1%,-2.0%,-1%,1.4%,i,-9%,-3%
COc1ccc(NS(=O)(=O)c2ccc3c(c2)n(C)c(=O)n3C)cc1,-46%,0.6,3%,4%,8.3%,-5%,1.1%,i,-2%,-6%
O=C(Nc1ccnn1C1CCN(C(=O)c2ccc(Cl)cc2)CC1)C1CC1,14%,0.0,-24%,0%,4.1%,0%,0.2%,i,-1%,-3%
COc1ccc(OC)c(S(=O)(=O)Nc2ccc3oc(C)c(C(C)=O)c3c2)c1,12%,0.3,-9%,2%,-1.5%,0%,-1.4%,i,11%,2%
CCOC(=O)C1=C(C)N=C2SCCC(=O)N2[C@@H]1/C=C/c1ccccc1,.,1.0,6%,2%,.,3%,-0.5%,i,0%,-3%
CC(/C=C/c1ccccc1F)=N\NC(=O)c1cccc(F)c1,5%,0.6,0%,4%,-1.5%,3%,-1.6%,i,-38%,7%
CC(C)(C)C(=O)NC(=S)Nc1ccc(Cl)c(C(=O)O)c1,-13%,0.8,26%,-5%,0.4%,3%,-0.6%,i,-8%,5%
COC(=O)c1sccc1NC(=O)Nc1cc(C)cc(C)c1,-36%,5.1,-36%,-5%,-1.6%,2%,-0.9%,i,5%,-8%
Cc1cccc(NC(=O)c2ccc(Cl)nc2)n1,-22%,0.7,-52%,-3%,5.3%,-1%,1.3%,i,-19%,2%
CCOC(=O)CNC(=S)N(CCCN1CCN(C)CC1)Cc1cccs1,-12%,0.5,0%,-10%,5.5%,2%,-0.3%,i,-1%,-5%

# Exported with values under each structure: entries from further up.
# Under each structure: KOR beta-arrestin-1	Myeloid diff MLP GFP+ MAC1+ %	NOD1 NF-kB reporter	PhoP inhibition	KOR beta-arrestin-2	Siah-1 displacement	HIV fusion peptide	Myeloid diff MLP	NOD2 inhibition	LYP phosphatase
O=C1CC(/C=C/c2ccncc2)=Nc2ccccc2N1
    26%	0.5	1%	-4%	-9.6%	10%	-0.7%	i	-155%	-4%
Cc1nn(C)cc1CN1CCCC(C(=O)c2ccc(-c3ccccc3)cc2)C1 (stereo not drawn)
    -62%[20 µM]	0.9	17%	-4%	.	-4%	1.1%	i	15%	-11%
CC(=O)N(Cc1cc2cc(C)ccc2[nH]c1=O)c1cccc(C)c1C
    -12%[20 µM]	0.7	-31%	-3%	-0.8%	-3%	1.1%	i	14%	-2%
CCOc1ccc(-c2nnn(CC(=O)NCc3ccccc3)n2)cc1
    -24%	0.7	-32%	1%	-2.0%	-1%	1.4%	i	-9%	-3%
COc1ccc(NS(=O)(=O)c2ccc3c(c2)n(C)c(=O)n3C)cc1
    -46%	0.6	3%	4%	8.3%	-5%	1.1%	i	-2%	-6%
O=C(Nc1ccnn1C1CCN(C(=O)c2ccc(Cl)cc2)CC1)C1CC1
    14%	0.0	-24%	0%	4.1%	0%	0.2%	i	-1%	-3%
COc1ccc(OC)c(S(=O)(=O)Nc2ccc3oc(C)c(C(C)=O)c3c2)c1
    12%	0.3	-9%	2%	-1.5%	0%	-1.4%	i	11%	2%
CCOC(=O)C1=C(C)N=C2SCCC(=O)N2[C@@H]1/C=C/c1ccccc1
    .	1.0	6%	2%	.	3%	-0.5%	i	0%	-3%
CC(/C=C/c1ccccc1F)=N\NC(=O)c1cccc(F)c1
    5%	0.6	0%	4%	-1.5%	3%	-1.6%	i	-38%	7%
CC(C)(C)C(=O)NC(=S)Nc1ccc(Cl)c(C(=O)O)c1
    -13%	0.8	26%	-5%	0.4%	3%	-0.6%	i	-8%	5%
COC(=O)c1sccc1NC(=O)Nc1cc(C)cc(C)c1
    -36%	5.1	-36%	-5%	-1.6%	2%	-0.9%	i	5%	-8%
Cc1cccc(NC(=O)c2ccc(Cl)nc2)n1
    -22%	0.7	-52%	-3%	5.3%	-1%	1.3%	i	-19%	2%
CCOC(=O)CNC(=S)N(CCCN1CCN(C)CC1)Cc1cccs1
    -12%	0.5	0%	-10%	5.5%	2%	-0.3%	i	-1%	-5%

# Further records follow:
canonical_smiles,KOR beta-arrestin-1,Myeloid diff MLP GFP+ MAC1+ %,NOD1 NF-kB reporter,PhoP inhibition,KOR beta-arrestin-2,Siah-1 displacement,HIV fusion peptide,Myeloid diff MLP,NOD2 inhibition,LYP phosphatase
C/C(=N\NC(=O)c1ccc(Cn2cc(Br)cn2)o1)c1cccc(NC(=O)C(C)(C)C)c1,1%,0.5,-18%,-6%,0.6%,-4%,-1.0%,i,23%,-9%
CCOC(=O)CC(c1ccc(N)cc1)n1c(C)ccc1C (stereo not drawn),-20%,0.6,-18%,-3%,-4.7%,-5%,-1.6%,i,6%,-10%
Cc1cnc(CN(C)C(=O)CC2C(=O)NCCN2Cc2cccc(F)c2F)[nH]1 (stereo not drawn),-1%,1.3,5%,-7%,0.5%,9%,3.3%,i,7%,-11%
O=C(N=C1SC2CS(=O)(=O)CC2N1Cc1ccccc1)C1CCCCC1 (stereo not drawn),5%,3.5,-20%,5%,-2.3%,2%,-0.9%,i,-5%,-9%
O=C1CS/C(=N/N=C/c2ccc(OS(=O)(=O)c3ccccc3)cc2)N1,11%,0.2,-31%,-2%,-0.7%,6%,1.8%,i,-4%,2%
O=C1CCCc2ccccc2N1Cc1c(Cl)cccc1Cl,11%,0.4,-12%,2%,2.0%,0%,-1.4%,i,6%,-3%
Cc1cc(C(=O)N2CCCC(N3CCN(c4cccc(C(F)(F)F)c4)CC3)C2)nn1C (stereo not drawn),-60%,4.5,0%,6%,-2.7%,2%,1.7%,i,-2%,-10%
